ERp5 inh: inhibitors of ERp5-driven insulin aggregation, primary screen, biochemical, turbidity, absorbance 650 nm, single point; Protein disulfide-isomerase A6 (Homo sapiens), Q15084; 0.05% of 350,000 active; inhibition, % at 9.99 µM; 90 min;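 active = mean replicate inhibition above about 25%, with every replicate also reaching it, limit read from the data, passing the limit was not always enough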
Target sequence (Q15084 whole entry, looked up): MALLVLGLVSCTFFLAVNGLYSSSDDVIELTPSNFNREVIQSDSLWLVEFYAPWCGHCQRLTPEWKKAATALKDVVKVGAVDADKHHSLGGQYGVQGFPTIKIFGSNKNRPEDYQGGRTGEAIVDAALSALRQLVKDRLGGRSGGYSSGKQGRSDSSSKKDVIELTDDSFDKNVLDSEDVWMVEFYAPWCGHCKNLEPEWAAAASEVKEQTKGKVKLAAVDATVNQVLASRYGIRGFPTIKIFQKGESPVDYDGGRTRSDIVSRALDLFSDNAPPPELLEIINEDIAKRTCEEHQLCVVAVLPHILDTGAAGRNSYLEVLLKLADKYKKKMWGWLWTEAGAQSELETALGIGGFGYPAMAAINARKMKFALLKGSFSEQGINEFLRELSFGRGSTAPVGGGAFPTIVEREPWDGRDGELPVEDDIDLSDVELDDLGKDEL
The depositor's hits bear a star.

item | Structure | ERp5 inh
1 | C/C=C/c1ccc([C@H]2[C@@H](CO)N(CCC(F)(F)F)[C@@H]2CNC(=O)C2CCC2)cc1 | 4
2 | COC(=O)c1cc2c(c3c4cc(C)ccc4n(S(=O)(=O)c4ccccc4)c13)C(=O)N(Cc1ccc(C(F)(F)F)cc1)C2 | -1
3 | COc1cccc2oc3cc(C#Cc4ccccn4)ccc3c(=O)c12 | 8
4 | C#CCN(Cc1ccco1)C(=O)c1nnc2c3cc(OC)ccc3n(S(=O)(=O)c3ccc(OC)cc3)c2n1 | 2
5 | Cc1cccc(N2C(=O)C(Oc3ccc(Cl)cc3Cl)C2C=O)c1C (stereo not drawn) | -4
6 | CCCCCNC(=O)C(CCc1ccccc1)n1c(=O)c(-c2ccccc2)nc2ccccc21 (stereo not drawn) | -4
7 | CC1(c2nnnn2-c2ccc3c(c2)OCCO3)CCC(=O)N1Cc1cccnc1 (stereo not drawn) | -2
8 | O=c1[nH]nc(-c2ccc[nH]2)[nH]1 | -7
9 | O=c1[nH]cc(F)c(=O)n1C1OC(CO)C(O)C1O (stereo not drawn) | 2
10 | CC(C)[C@@H]1NC(=O)c2cc([N+](=O)[O-])cc(I)c2NCCC[C@@H](C(N)=O)NC(=O)[C@H](CO)NC1=O | 1
11 | Cc1cc(C(=O)Cn2nc(C(=O)O)c3ccccc3c2=O)c(C)n1C1CC1 | -7
12 | COC(=O)[C@]12C[C@H](CC(=O)NCc3cccc(C(F)(F)F)c3)C(=O)N(Cc3ccccc3)C1=C[C@H](C1CCCC1)O[C@@H]2C | -3
13 | CCCc1c(-c2cccc(F)c2)ncn1Cc1ccccc1OC | -1
14 | O=C1c2ccccc2S(=O)(=O)c2cc(N3CCN(c4ccccc4)CC3)ccc21 | -10
15 | COCCCN1C(=O)C(CC(=O)NCCN2CCOCC2)CC(C(=O)N2CCOCC2)=C1C (stereo not drawn) | 3
16 | COc1cc(Cc2cc(OC)c(O)c(OC)c2)cc(OC)c1O | 5
17 | Cc1noc(C)c1NC(=O)N(C)C[C@@H]1OCCCC[C@H](C)Oc2ccc(NC(=O)NC3CCCCC3)cc2C(=O)N([C@H](C)CO)C[C@H]1C | 11
18 | CCCc1c(-c2ccc(F)cc2F)ncn1Cc1cccc(-c2ccccc2)c1 | 0
19 | O=C(NC1CCCC1)C(c1ccccc1)n1c(-c2ccc3c(c2)CCO3)nc2ccccc21 (stereo not drawn) | 4
20 | O=C(C(=O)N1CCC(CNS(=O)(=O)c2cccc3ccccc23)CC1)c1cccs1 | 5
21 | COc1ccc2c3c(n(C)c2c1)[C@@H](CO)N(Cc1ccc(F)cc1)CC31CCN(CC2CC2)CC1 | 2
22 | CCOC(=O)[C@]12CCCC=C1N(Cc1ccc3c(c1)OCO3)C(=O)[C@H](CC(=O)N1CCOCC1)C2 | 5
23 | O=c1[nH]nc2c3ccccc3occ1-2 | -3
24 | Cc1cc2c(c(=O)o1)[C@@]1(C(=O)N(C)c3ccccc31)C1=C(CC(C)(C)OC1=O)O2 | 3
25 | COC(=O)c1cc2c(c3c4cc(F)ccc4n(S(=O)(=O)c4ccc(C)cc4)c13)C(=O)N(c1ccc(OC)cc1)C2 | 2
26 | CCCN1C[C@H](C)[C@@H](OC)CN(C)C(=O)c2ccc(NC(=O)c3ccccc3)cc2OC[C@@H]1C | 2
27 | Cc1ccccc1-c1ccccc1[C@H]1[C@@H](CO)N(C(=O)c2cccc(F)c2)[C@H]1C#N | 1
28 | CCC(=O)N1CC2(CN(C(=O)NC(C)C)C2)c2c(n(C)c3cc(OC)ccc23)[C@H]1CO | 5
29 | O=Cc1ccccc1Cl | -3
30 | COc1cccc(CNC(=O)[C@H]2CCCN2C(=O)[C@H]2CCCN2C(=O)c2ccc(F)cc2)c1 | -3

Later entries
item | Structure | ERp5 inh
31 | COc1ccc(Nc2c(-c3cccc(OC)c3)nc3nc(C)cc(C)n23)cc1 | 3
32 | Brc1ccc(-c2ccc3c(n2)CCCN3Cc2ccccn2)cc1 | 3
33 | Cc1ccc(NCN2C(=O)c3ccccc3C2=O)c(C)n1 | 1
34 | CCS(=O)(=O)N1CCC2(CC1)CN(S(=O)(=O)c1cccc(OC)c1)[C@H](CO)c1[nH]c3cc(OC)ccc3c12 | 3
35 | C[C@]12Cc3ccccc3C1CC1=N[C@@H](C3CCCCC3)O[C@@]13C[C@@H]2C(=O)N3C1CCN(Cc2ccccc2)CC1 (stereo partly drawn) | -6
36 | COC(=O)C1=C(C)N(C)C(=NCC2CC2)NC1c1cccc(C(F)(F)F)c1 (stereo not drawn) | 2
37 | O=C1CC(O)C(Cc2ccccc2)N1 (stereo not drawn) | -8
38 | COC(=O)C1=C(C)N(C)C(=NCc2ccc3c(c2)OCO3)NC1c1ccccc1 (stereo not drawn) | 8
39 | C[C@H](CO)N1C[C@H](C)[C@H](CN(C)Cc2ccc3c(c2)OCO3)Oc2ccc(NC(=O)CCCN(C)C)cc2C1=O | 10
40 | O=C1Nc2cnc(Cl)nc2Nc2ccc(Cl)cc21 | -3
41 | CCc1cc2c(nc1CC)CCCN2S(=O)(=O)c1ccc(C)cc1 | -3
42 | Cc1ccc(S(=O)(=O)N(C)C[C@@H]2Oc3ccc(NC(=O)CCCN(C)C)cc3CC(=O)N([C@H](C)CO)C[C@@H]2C)cc1 | -4
43 | COC(=O)[C@]12C[C@H](CC(=O)NCc3cccs3)C(=O)N(CCc3ccc(OC)c(OC)c3)C1=C[C@H](C(C)(C)C)O[C@@H]2C | -1
44 | N#Cc1[nH]nc2nc[nH]c(=O)c12 | -2
45 | C[C@@H](C(=O)Nc1ccc2ccccc2c1)[C@H]1C[C@]1(C)[C@H](NS(=O)(=O)c1ccc(-c2ccccc2)cc1)c1ccccc1 | -1
46 | Cc1cc(=O)c2c(ccc3c(=O)cc(C)[nH]c32)[nH]1 | -1
47 | COC(=O)[C@]12C[C@H](CC(=O)N3CCN(C(=O)c4ccco4)CC3)C(=O)N(Cc3ccc4c(c3)OCO4)C1=C[C@H](C(C)(C)C)O[C@@H]2C | -4
48 | O=C(C[C@H]1CC[C@H]2[C@@H](COC[C@@H](O)CN2S(=O)(=O)c2ccccc2)O1)N[C@@H]1CCN(Cc2ccccc2)C1 | -4
49 | CN(Cc1cccnc1)Cc1cn(Cc2ccccc2)nc1-c1ccc2c(c1)OCO2 | -4
50 | CCCCCCN(C(=O)CCCCCN1C(=O)NC(c2cccc([N+](=O)[O-])c2)C(C(=O)OCc2ccccc2)=C1C)C(C(=O)NCCCC)c1ccc(OCC(=O)OC)c(C(=O)OC)c1 (stereo not drawn) | 0
51 | O=[N+]([O-])c1nccn1CC(O)CO (stereo not drawn) | -1
52 | N#CCCN1CCC(N)=NC1=NC#N | 7
53 | Cc1[nH]nc2c1C(c1cccc(C(F)(F)F)c1)NC2=O (stereo not drawn) | 2
54 | COC(=O)c1ccc2nc(-c3ccc(Cl)cc3)c(Cc3ccsc3)n2c1 | 3
55 | CCN1C(=O)N[C@@H]2C[C@H](C(=O)N3CCCC3)[C@H](C)[C@H](c3ccccc3)C[C@@H]21 | 1
56 | COCCN1Cc2cc(C(=O)OC)c3c(c2C1=O)c1cc(OC)ccc1n3C(=O)c1ccccc1 | 8
57 | CCOC(=O)C(CC)c1cc2n(c(=O)c1C#N)CCC21OCCO1 (stereo not drawn) | 6
58 | CCCCOCC1CN(CCCC)S(=O)(=O)c2c(cccc2N(C)S(=O)(=O)c2ccc(C)cc2)O1 (stereo not drawn) | -1
59 | COc1cc(S(=O)(=O)n2ccc(C)n2)c(C)cc1C | 4
60 | CN1C(=O)[C@@]2(O[C@H]3C=CC=CN3C3=C2C(=O)CCC3)c2cccc(Br)c21 | 3

Structures above that contain a thiophene ring, fused or not, in the order listed:
item | Structure | ERp5 inh
20 | O=C(C(=O)N1CCC(CNS(=O)(=O)c2cccc3ccccc23)CC1)c1cccs1 | 5
43 | COC(=O)[C@]12C[C@H](CC(=O)NCc3cccs3)C(=O)N(CCc3ccc(OC)c(OC)c3)C1=C[C@H](C(C)(C)C)O[C@@H]2C | -1
54 | COC(=O)c1ccc2nc(-c3ccc(Cl)cc3)c(Cc3ccsc3)n2c1 | 3

Values in list order from the list.
Entries 1–4 in ERp5 inh read 4, -1, 8, 2

Returning to the listing with the 4 entries that preceded the break.
item | Structure | ERp5 inh
57 | CCOC(=O)C(CC)c1cc2n(c(=O)c1C#N)CCC21OCCO1 (stereo not drawn) | 6
58 | CCCCOCC1CN(CCCC)S(=O)(=O)c2c(cccc2N(C)S(=O)(=O)c2ccc(C)cc2)O1 (stereo not drawn) | -1
59 | COc1cc(S(=O)(=O)n2ccc(C)n2)c(C)cc1C | 4
60 | CN1C(=O)[C@@]2(O[C@H]3C=CC=CN3C3=C2C(=O)CCC3)c2cccc(Br)c21 | 3
61 | CC(=NNc1cc(C)c2ccccc2n1)c1ccccn1 | -5
62 | CCCCN1CC(COCc2ccccc2)Oc2cccc(Oc3ccc(SC)c(C)c3)c2S1(=O)=O (stereo not drawn) | -3
63 | Cc1[nH]c2ccccc2c1CC(=O)Nc1ccc(Nc2cccnc2)c(Br)c1 | -3
64 | CCCCOCCCNC(=O)C[C@H]1C[C@@]2(C(=O)OC)C(=C[C@H](COCc3ccccc3)O[C@@H]2C)N(CCC2=CCCCC2)C1=O | -7
65 | CN(C(=O)C1CC1)c1ccccc1 | 4
66 | COc1ccc2c3c([nH]c2c1)[C@H](CO)N(C(C)=O)CC31CN(C(C)=O)C1 | 7
67 | COCC(=O)N1CCC2(CC1)CN(S(C)(=O)=O)[C@H](CO)c1[nH]c3cc(OC)ccc3c12 | 4
68 | CCOC(=O)c1c(NC(=O)CSc2nc3cc(Cl)ccc3s2)sc(C(C)=O)c1C | -5
69 | C[C@@H]1CN([C@@H](C)CO)C(=O)c2cccc(NC(=O)CCCCCC(=O)Nc3ccccc3N)c2O[C@@H]1CN(C)C(=O)Nc1ccc(F)cc1 | 5
70 | Nc1[nH]c(C(=O)c2ccccc2)c(-c2ccc(Br)cc2)c1C(=O)NC1CC1 | 2
71 | Nc1ccc2ccc(N)cc2c1 | 1
72 | COc1ccc2c3c(n(C)c2c1)[C@@H](CO)N(C(=O)Nc1ccc(F)cc1)CC31CN(C(=O)Cc2ccncc2)C1 | -3
73 | CCCCCCCN(c1ccccc1)C1C[C@H]2CCCC(=O)N3CC[C@@H](C1)[C@@H]23 (stereo partly drawn) | 5
74 | CCOC(=O)[C@]12CCC=C1N(Cc1ccco1)C(=O)[C@H](CC(=O)NCc1ccc(C)o1)C2 | 12
75 | COC(=O)C1=C(C)N(C)C(=NCc2cccc(C(F)(F)F)c2)NC1c1cccc(Cl)c1 (stereo not drawn) | 0
76 | CCCCCCCCN1C(=O)[C@@H](CC(=O)NCc2ccc(C)o2)C[C@@]2(C(=O)OC)C1=C[C@H](C1CCCC1)O[C@@H]2C | -7
77 | CO[C@@H]1CN(C)C(=O)c2cc(NC(=O)CC(F)(F)F)ccc2OC[C@@H](C)N(C(=O)C2CCOCC2)C[C@@H]1C | 4
78 | O=C1c2[nH]nc(-c3ccccc3)c2C(c2cccc(C(F)(F)F)c2)N1c1ccccc1 (stereo not drawn) | 8
79 | COc1ccc(CN2CC3(CN(C(=O)C4CCC4)C3)c3c(n(C)c4cc(OC)ccc34)[C@@H]2CO)cc1 | 1
80 | COc1ccc(C(=O)C[C@@H]2OC[C@H](C(C)C)N2S(=O)(=O)c2ccc(C)cc2)cc1OC | 2
81 | CCC(=O)N1CC2(C1)CN(C(=O)Cc1ccccc1)[C@H](CO)c1c2c2ccc(OC)cc2n1C | 5
82 | CCC(=O)N1CCC2(CC1)CN(S(C)(=O)=O)[C@H](CO)c1c2c2ccc(OC)cc2n1C | 4
83 | COC(=O)C[C@H]1C=C[C@H](NC(=O)Nc2ccccc2F)[C@@H](CO)O1 | 1
84 | COC(=O)c1cc2c(c3c4cc(F)ccc4n(S(=O)(=O)c4ccc(OC)cc4)c13)C(=O)N(Cc1ccccc1OC)C2 | 1
85 | O=c1c2ccccc2nnn1Cc1ccco1 | 2
86 | COC(=O)[C@]12C[C@H](CC(=O)N3CCCCC3)C(=O)N(CCC3=CCCCC3)C1=C[C@H](C(C)(C)C)O[C@@H]2C | -3
87 | COc1cccc(-c2ccc([C@@H]3[C@H](CO)N4C(=O)CN(C(=O)c5cccnc5)C[C@@H]34)cc2)c1 | 15
88 | COc1cccc(-c2nc3nc(C)cc(C)n3c2NC2CCCCC2)c1 | 1
89 | CS(=O)(=O)c1ccc(CNC(=O)C2(C(F)(F)F)CC(CCCO)CCCO2)cc1 (stereo not drawn) | 3
90 | CCOC(=O)N1CCN(C(=O)C[C@H]2C[C@@]3(C(=O)OC)C(=C[C@H](C(C)(C)C)O[C@@H]3C)N(Cc3ccc4c(c3)OCO4)C2=O)CC1 | 0

Remaining list, next part.
item | Structure | ERp5 inh
91 | CC(C)NC(=O)Nc1ccc2c(c1)C(=O)N([C@H](C)CO)C[C@H](C)[C@H](CN(C)Cc1ccc(C(=O)Nc3ccccc3N)cc1)OCCCC[C@@H](C)O2 | -2
92 | COc1ccc(CN2CC3(CCN(C(=O)c4ccccc4)CC3)c3c([nH]c4cc(OC)ccc34)[C@@H]2CO)cc1 | 7
93 | COC(=O)c1cc2c(c3c4cc(OC)ccc4n(S(=O)(=O)c4ccc(OC)cc4)c13)C(=O)N(Cc1ccc(C(F)(F)F)cc1)C2 | 0
94 | COC(=O)[C@@]1(Cc2ccc(OC)cc2)[C@H]2c3cc(C(=O)N4CCCC4)n(CCN4CCOCC4)c3C[C@H]2CN1C(=O)c1ccccc1 | 10
95 | OC(c1ccccc1)(c1ccccc1)C1CCN(CCCOc2ccccn2)CC1 | -8
96 | CCOC(=O)C1=C[C@@H](C(C)(C)C)N(S(=O)(=O)c2ccc([N+](=O)[O-])cc2)[C@H]1c1cccc(Cl)c1 | 1
97 | COC(=O)C1=C(C)N(Cc2cccc(C(F)(F)F)c2)C(=NCc2ccc(OC)cc2)NC1c1cccc(Cl)c1 (stereo not drawn) | -1
98 | CCCN1CCCCC(NC(=O)c2ccccc2C)C1=O (stereo not drawn) | 1
99 | O=C(Nc1c(-c2ccccc2)[nH][nH]c1=O)c1ccc(-c2ccccc2)cc1 | -4
100 | CCOP(=O)(OCC)C(Cc1ccc(OC)c(OC)c1)N=C(c1ccccc1)c1ccccc1 (stereo not drawn) | 2
101 | Cc1cccc(C)c1NC(=O)C(c1ccccc1)n1c(-c2ccccc2)nc2ccccc21 (stereo not drawn) | 3

Not all compounds are listed, so the mix of outcomes need not match the whole.
